# GAA glycogen – qHTS Assay for Inhibitors and Activators of Human alpha-Glucosidase Cleavage of Glycogen; Lysosomal alpha-glucosidase (Homo sapiens), P10253; recombinant GAA, glycogen substrate, Amplex Red glucose oxidase fluorescence; Potency, µM (doses to about 76.4 µM), without a hit: top-dose activity change, negative = inhibition, actives largely listed as inhibitors; 300,000 tested, 0.38% active; AID 2100, 2009;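 also: 0% = full enzyme reaction and -100% = no-enzyme basal signal; the screen sought inhibitors and activators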
#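 Recombinant human enzyme (4 nM); glycogen substrate; 37 C, 40 min, pH 5.0. Readout: coupled glucose oxidase/Amplex Red fluorescence.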
# GAA inhib – qHTS Assay for Inhibitors of Human alpha-Glucosidase as a Potential Chaperone Treatment of Pompe Disease; Lysosomal alpha-glucosidase (Homo sapiens), P10253; purified human GAA, 4-MU-alpha-glucoside fluorescence; Potency, µM (titrated, usually from 76.9 µM), inactives show top-dose activity change, negative = inhibition, hits mostly inhibitors; 200,000 tested, 0.005% active; AID 1466, 2008;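 also: plate controls were uninhibited enzyme wells for no effect and no-enzyme background for full effect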
#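 AC50 values come from Hill fits of compound titrations (up to 77 uM) against 4 nM human enzyme. Substrate 4-methylumbelliferyl-alpha-D-pyranoside at 400 uM, pH 5.0 citrate buffer, 20 min room temperature; fluorescence Ex 365/Em 440 after alkaline stop.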
# Epigenetic derep – Quantitative High-Throughput Screen for Regulators of Epigenetic Control. murine LDR cells, GFP reporter derepression, 30 h. Potency, µM (series often up to 53.9 µM), for the others: at the highest dose GFP activation, actives largely listed as activators. 280,000 tested, 0.2% active; also: % of control where 0% means no effect; nearly all actives have a fitted effect of over 60% in size
#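 Readout is the number of GFP-expressing murine LDR cells, counted by cytometry following washing. Cells were treated with compound for 30 h at 37 C; the stably integrated CMV-GFP locus is normally silent.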
# Tau fluor counter – Counterscreen qHTS for Inhibitors of Tau Fibril Formation, Fluorescence Polarization | tau K18 P301L Alexa594 fluorescence, heparin fibrillization | Potency, µM (doses to about 57.7 µM), inactives show at the top dose activity change, negative = decrease | 280,000 tested, 0.93% active | AID 1463, 2008; also: % is scaled to controls: 0 for no effect and ±100 for the full control effect; nearly all actives have a fitted effect of over 55% in size
#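 Human tau K18 P301L (15 uM unlabeled, 0.24 uM Alexa 594-labeled) in 100 mM sodium acetate pH 7 with 20 uM heparin, 6 hr at 37 C. ThT 30 uM added, 1 hr ambient; Alexa 594 FP and total fluorescence read at 555/632 nm.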
# NPSR antag – qHTS Assay for Antagonists of the Neuropeptide S Receptor: cAMP Signal Transduction; Q6W5P4; CHO-NPSR cells, cAMP TR-FRET, antagonist mode; Potency, µM (doses to about 38.3 µM), inactives show at the top dose activity change, negative = inhibition, hits mostly inhibitors; 220,000 tested, 1% active; AID 1461, 2008; also: % is scaled to controls: 0 for no effect and ±100 for the full control effect; nearly all actives have a fitted effect of over 50% in size; many of its hits are not listed in these tables
# aGal spleen mod – qHTS Assay for Inhibitors and Activators of Human alpha-Galactosidase From Spleen Homogenate; Alpha-galactosidase A (Homo sapiens), P06280; human spleen homogenate, 4MU-alpha-Gal fluorescence, 40 min; Potency, µM (highest dose often 80 µM), for the others: top-dose activity change, negative = inhibition, actives largely listed as inhibitors; 240,000 tested, 0.008% active; AID 2107, 2009;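 also: 0% = enzyme with vehicle and -100% = no enzyme basal signal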
# Target sequence (P06280 32-429 limits assumed): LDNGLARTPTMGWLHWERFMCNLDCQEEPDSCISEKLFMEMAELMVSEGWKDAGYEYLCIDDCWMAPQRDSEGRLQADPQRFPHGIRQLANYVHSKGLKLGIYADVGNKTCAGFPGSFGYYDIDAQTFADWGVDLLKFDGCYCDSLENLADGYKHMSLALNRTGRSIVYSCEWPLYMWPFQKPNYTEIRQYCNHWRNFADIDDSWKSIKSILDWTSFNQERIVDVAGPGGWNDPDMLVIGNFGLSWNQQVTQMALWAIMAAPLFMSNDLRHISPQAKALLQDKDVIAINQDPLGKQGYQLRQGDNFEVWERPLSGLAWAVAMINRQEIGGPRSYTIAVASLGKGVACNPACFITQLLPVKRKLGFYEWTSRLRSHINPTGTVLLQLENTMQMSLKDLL
#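 Inhibition or activation of alpha-galactosidase in human spleen homogenate is scored by 4-MU fluorescence after 40 min at 37C, pH 5.0, with 1 mM substrate. AC50s come from concentration-response fitted to the Hill equation.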
# ALDH1A1 block – qHTS Assay for Inhibitors of Aldehyde Dehydrogenase 1 (ALDH1A1); Aldehyde dehydrogenase 1A1 (Homo sapiens), P00352; Potency, µM (doses to about 75.3 µM), inactives show top-dose activity, negative = inhibition, hits mostly inhibitors; 220,000 tested, 7.3% active; Purified ALDH1A1, NADH fluorescence, propionaldehyde substrate; AID 1030, 2008; active = well fitted inhibition curve with a large enough effect, not every such curve was filed as active; inconclusive = small, poorly fitted or top-dose-only effect, or another doubt; inactive = no such curve, though single readings can be large or run the other way;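 also: plate controls were no enzyme wells and a reference inhibitor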
# Target sequence (P00352 whole entry, looked up): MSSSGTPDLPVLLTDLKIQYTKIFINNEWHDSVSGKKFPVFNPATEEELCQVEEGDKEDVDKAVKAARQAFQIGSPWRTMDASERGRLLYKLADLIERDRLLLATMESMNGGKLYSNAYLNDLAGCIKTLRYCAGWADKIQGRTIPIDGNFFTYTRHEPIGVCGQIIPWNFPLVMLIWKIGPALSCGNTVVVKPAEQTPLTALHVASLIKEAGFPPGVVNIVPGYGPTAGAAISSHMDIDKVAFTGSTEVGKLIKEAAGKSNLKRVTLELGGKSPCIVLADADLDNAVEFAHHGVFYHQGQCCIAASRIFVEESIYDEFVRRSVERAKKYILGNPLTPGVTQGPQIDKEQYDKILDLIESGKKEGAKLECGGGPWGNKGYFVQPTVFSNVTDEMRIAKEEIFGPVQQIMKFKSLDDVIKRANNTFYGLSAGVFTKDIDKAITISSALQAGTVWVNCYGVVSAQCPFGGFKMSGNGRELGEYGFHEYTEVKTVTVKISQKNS
# GAA spleen mod – qHTS Assay for Inhibitors and Activators of Human alpha-Glucosidase From Spleen Homogenate. Lysosomal alpha-glucosidase (Homo sapiens), P10253. Potency, µM (highest dose often 79.9 µM), inactives show at the top dose activity change, negative = inhibition, most hits filed as inhibitors. human spleen homogenate, 4-MU-alpha-glucoside fluorescence. 240,000 tested, 0.006% active;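 also: 0% = enzyme with vehicle and -100% = no enzyme basal signal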
#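 Human spleen homogenate (1 ug) with 4-methylumbelliferyl-alpha-D-glucopyranoside (1 mM final) in 50 mM citrate/phosphate pH 5.0, 0.01% Tween-20; 40 min at 37 C. Stopped at pH 10; 4-MU fluorescence Ex 365/Em 440 nm; AC50 by Hill fit.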
# * hit, by the source's call; ? = inconclusive; · = not tested or not shown; [ ] = dose if it differs, or a comment. Unless noted, calls follow the shape of the dose curve; as a rule, active = well fitted curve in the direction sought with a large enough effect; inconclusive = small, poorly fitted or top-dose-only effect, or another doubt; inactive = no such curve, though single readings can be large; an effect the other way counts as inactive or inconclusive. Potency is read from the fitted curve at half-maximal effect. An excerpt; count on the stated rates, not on these rows.
SMILES,GAA glycogen,GAA inhib,Epigenetic derep,Tau fluor counter,NPSR antag,aGal spleen mod,ALDH1A1 block,GAA spleen mod
COc1ccc(F)cc1C(=O)C1CCCN(Cc2c(C)n(C)n(-c3ccccc3)c2=O)C1 (stereo unspecified),20%,8%,1.1%,-1%,-9%,-2%,2%,7%
Cc1cc(C(=O)CSC(C)c2nc3ccccc3c(=O)[nH]2)c(C)n1C (stereo unspecified),-2%,-8%,-0.7%,-6%,-12%[46.1 µM],-7%,15%,-5%
Cc1ccc2oc(=O)c(/C=C(\O)c3ccco3)nc2c1,·,·,9.6%,-14%,-1%[7.67 µM],-2%,·,3%
Cc1ccc(C)c(CSCC(=O)NCc2cccs2)c1,-6%,?,-3.4%,-10%,-37%,-7%,0%,-4%
CCOc1cc(N2CCOCC2)c(OCC)cc1NC(C)C(=O)N1CCC(C)CC1 (stereo unspecified),?,1%,0.0%,-28%,-2%[46.1 µM],-5%,11µM*,-10%
COC(=O)NC(c1cccc(C)c1)[C@@]1(C(=O)OC)CCCC1=O (stereo partly specified),·,·,0.0%[10.1 µM],-4%[11.6 µM],·,-12%[17.5 µM],12%[13.5 µM],4%[17.4 µM]
C[C@@]12CCC(=O)C[C@@H]1CC(=O)[C@H]1[C@H]3CCC[C@]3(C)C(=O)C[C@@H]12 (tested in a mixture with another compound),·,·,0.0%[16.9 µM],·,·,-3%[29.1 µM],19%[20.9 µM],3%[29.1 µM]
Cc1cccc(NC(=S)NC(C)CCc2ccccc2)c1 (stereo unspecified),-11%,?,-0.9%,-28%,-7%[46.1 µM],-4%,-3%,-9%
CCOc1ccc(/C(O)=C2/C(=O)C(=O)N(CC3CCCO3)C2c2ccc(C)o2)cc1 (stereo unspecified),3%,-9%,0.0%,-1%,-11%[46.1 µM],5%,?,-13%
O=C(Nc1ccccc1Cl)c1cc(S(=O)(=O)N2CCOCC2)cs1,-14%,?,-0.7%,-10%,4%[46.1 µM],-1%,?,-5%
COc1ccc(NS(=O)(=O)c2ccc(NS(C)(=O)=O)cc2)cc1,5%,?,-1.8%,-3%,7%[46.1 µM],3%,3%,-5%
CCCCOC(=O)Nc1nc(CC(=O)OCC)cs1,4%,-4%,-1.1%,-8%,-9%[46.1 µM],-6%,-4%,-18%
Cc1sc2ncnc(SC(C)C(=O)N3c4ccccc4Sc4ccccc43)c2c1C (stereo unspecified),9%,0%,-1.0%,-3%,-52%,-22%,-1%,-7%
Cn1c(-c2ccc(Cl)cc2)cnc1NCc1cc2c(cc1[N+](=O)[O-])OCO2,?,?,-1.0%,?,-45%,7%,14µM*,-2%
O=C(NCc1ccccc1)C1=C[C@H](c2coc3ccccc3c2=O)C[C@H](OCCCCO)O1,-7%,·,3.8%,-1%,25%,-3%,2%,5%
CC(C)(C)c1cc(C(=O)NNC(=O)Nc2ccccc2)n(Cc2ccccc2)n1,-11%,-6%,0.0%,-14%,39%,-1%,1%,-3%
O=C(NCCC(c1ccccc1)c1ccccc1)c1cnc2sccn2c1=O,8%,1%,-2.9%,-6%,-55%,2%,?,7%
COC(=O)C1CCN(Cc2ccc(C)cc2)CC1,13%,-4%,-1.2%,-5%,2%[46.1 µM],1%,6%,-2%
Cc1ccc2c(COC(=O)C3=COCCO3)cc(=O)oc2c1,-6%,-3%,-1.9%,-1%,-9%[46.1 µM],1%,?,-4%
COc1ccc(-n2c(Cc3cccn3C)nnc2SCC(=O)Nc2ccccc2OC)cc1,2%,-2%,0.0%,-7%,-17%,-6%,-12%,-8%

# Gathered by group, the entries above containing a thiophene ring, fused or not.
SMILES,GAA glycogen,GAA inhib,Epigenetic derep,Tau fluor counter,NPSR antag,aGal spleen mod,ALDH1A1 block,GAA spleen mod
Cc1ccc(C)c(CSCC(=O)NCc2cccs2)c1,-6%,?,-3.4%,-10%,-37%,-7%,0%,-4%
O=C(Nc1ccccc1Cl)c1cc(S(=O)(=O)N2CCOCC2)cs1,-14%,?,-0.7%,-10%,4%[46.1 µM],-1%,?,-5%
Cc1sc2ncnc(SC(C)C(=O)N3c4ccccc4Sc4ccccc43)c2c1C (stereo unspecified),9%,0%,-1.0%,-3%,-52%,-22%,-1%,-7%

# (continued)
SMILES,GAA glycogen,GAA inhib,Epigenetic derep,Tau fluor counter,NPSR antag,aGal spleen mod,ALDH1A1 block,GAA spleen mod
CCc1cc(C(=O)OC)c(NC(=O)CC2SC(=NC)N(C)C2=O)s1 (stereo unspecified),-4%,?,0.6%,9%,-5%,-8%,3%,-8%
[O-]/C(=C(\C(=S)NCc1ccccc1)[n+]1ccccc1)c1ccc(Cl)s1,-11%,-8%,1.1%,-20%,-9%,-3%,18µM*,1%
CN(C)S(=O)(=O)c1cc(C(=O)NCc2ccccc2)c(Cl)cc1Cl,-11%,6%,0.9%,-6%,-14%,1%,-15%,-17%
COCc1c(C#N)c(NCCc2ccccc2)nc(C)c1[N+](=O)[O-],-1%,-5%,1.7%,6%,-18%[46.1 µM],-2%,3%,-4%
CCOC(=O)CSc1nc2ccccc2c(=O)n1CC1CCC(C(=O)NCc2ccco2)CC1 (stereo unspecified),6%,2%,7.5%,1%,-29%[46.1 µM],4%,-9%,-3%
Oc1ccc(NC(=S)N=Nc2c(O)[nH]c3ccc(Br)cc23)cc1,?,-6%,?,16µM*[quencher],?,-1%,-7%,-6%
CSc1nc(-c2ccccc2)nc(N2CCCC2)c1C(C)=O,-11%,-9%,-1.8%,-15%,-18%[46.1 µM],12%,4%,0%
O=C(O)/C=C/C(=O)Nc1cccc2cccnc12,-20%,·,0.1%,-7%,-26%,1%,·,-5%
COc1ccc(OCCN2C(=O)c3ccccc3C2=O)cc1,-11%,-5%,-1.4%,-4%,1%,2%,-4%,-1%
CC1Oc2ccccc2N(CC(=O)NCC2CCCO2)C1=O (stereo unspecified),3%,-2%,-1.6%,-1%,-10%[46.1 µM],-12%,14%,-6%
O=C(O)CCN1Cc2ccccc2C1=O,1%,-6%,0.0%,-4%,-2%[46.1 µM],10%,-10%,1%
COc1ccc(OCc2nnc(SC3CCOC3=O)n2-c2ccccc2)cc1 (stereo unspecified),0%,-5%,0.0%,-8%,-12%[46.1 µM],5%,8%,-13%
CC1CCCCC1NC(=O)Cn1cnc2ccccc2c1=O (stereo unspecified),4%,2%,-1.9%,1%,2%[46.1 µM],1%,-1%,-10%
O=C(CN(CCc1ccccc1)C(=O)CN1C(=O)COc2ccccc21)NCc1ccco1,0%,-1%,-14%,1%,-14%[46.1 µM],-1%,8.9µM*,-3%
Cc1nn(-c2ccccc2)c(C)c1/C=N/N1CCN(c2ccccn2)CC1,?,-6%,-4.0%,-21%,-15%,0%,2%,1%
Cn1c(SCC(=O)Nc2ccc3nc(SCC(=O)N4CCCC4)sc3c2)nnc1-c1ccc(N)cc1,8%,5%,0.6%,-17%,-14%[46.1 µM],3%,13µM*,?
CCN(CC)CCN(C(=O)CCOc1ccccc1)c1nc2c(F)cc(F)cc2s1,3%,3%,5.7%,-4%,-36%,2%,-1%,5%
CCOc1ccc(OCc2ccc(C(=O)NCc3ccncc3)o2)cc1,-5%,-2%,-1.1%,-2%,-11%[46.1 µM],-1%,5%,-3%
COc1ccc(NC(=O)Nc2sc(NS(=O)(=O)c3ccccc3)nc2C)cc1,-29%,4%,0.0%,?,-2%,-6%,8.9µM*,0%
Cc1cc(C=O)c(C)n1-c1ccc(N2CCCC2)c([N+](=O)[O-])c1,4%,14%,-1.1%,-17%,?,-7%,0.45µM*,-1%
CC1(C)C(=O)Nc2ccccc2N1C(=O)COC(=O)Cn1cnc2ccccc2c1=O,5%,1%,-2.0%,2%,-6%[46.1 µM],3%,-3%,-3%
CCOC(=O)Cc1csc(NC(=S)NC(=O)c2ccc(C)cc2)n1,10%,7%,6.0%,?,?,-9%,40µM*,-9%
Cc1ccc(C2=NN(C(=O)CCC(=O)O)C(c3cn(-c4ccccc4)nc3-c3ccc(C)cc3)C2)cc1 (stereo unspecified),6%,-11%,-6.5%,-23%,-49%,4%,-6%,5%
COc1ccc(C(=O)NCCN2CCCC2)cc1OC,6%,-1%,0.5%,4%,8%[46.1 µM],-4%,9%,-9%

# Retrieved one by one from the list above, 3 records:
SMILES,GAA glycogen,GAA inhib,Epigenetic derep,Tau fluor counter,NPSR antag,aGal spleen mod,ALDH1A1 block,GAA spleen mod
CCOC(=O)Cc1csc(NC(=S)NC(=O)c2ccc(C)cc2)n1,10%,7%,6.0%,?,?,-9%,40µM*,-9%
COc1ccc(C(=O)NCCN2CCCC2)cc1OC,6%,-1%,0.5%,4%,8%[46.1 µM],-4%,9%,-9%
CC1(C)C(=O)Nc2ccccc2N1C(=O)COC(=O)Cn1cnc2ccccc2c1=O,5%,1%,-2.0%,2%,-6%[46.1 µM],3%,-3%,-3%

# Screening data (PubChem BioAssay)
